# aSyn yeast inh – qHTS of alpha-syn Inhibitors; Yeast expressing alpha-synuclein, growth rescue, BacTiter-Glo, 24 h; Potency, µM (highest dose often 46.1 µM), without a hit: top-dose growth rescue (activation), actives largely listed as activators; AID 652106, 2013; 370,000 tested, 0.14% active; note: potency is the fitted concentration of half-maximal effect; % of control where 0% means no effect; nearly all actives have a fitted effect of over 65% in size
#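 Readout is rescue of growth in alpha-synuclein-expressing yeast, so inhibitors of toxicity appear as activators. Growth after 24 hr at 30 deg C in galactose medium is quantified by luminescence.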
# TDP-43 yeast inh – qHTS of TDP-43 Inhibitors | Potency, µM (series often up to 46.1 µM), inactives show at the top dose growth rescue (activation), most hits filed as activators | TDP-43 expressing yeast growth rescue, BacTiter-Glo, 24 h | 410,000 tested, 1.8% active; note: potency is the fitted concentration of half-maximal effect; % of control where 0% means no effect; nearly all actives have a fitted effect of over 50% in size
#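 Growth rescue of TDP-43-toxic yeast measured as ATP luminescence (BacTiter-Glo). Cells grown to mid-log in raffinose, induced in galactose at OD600=0.02, exposed to compound 24 hr at 30 deg C.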
# GLP1R inv ag – qHTS of GLP-1 Receptor Inverse Agonists (Inhibition Mode) | Potency, µM (titrated, usually from 38.3 µM), for the others: at the top dose activity change, negative = inhibition, usual class: inhibitors | HEK293 GLP-1R CRE-luciferase, luminescence, 24 h; GLP-1R form is constitutively active | AID 624417, 2012 | 410,000 tested, 1.6% active; note: potency is the fitted concentration of half-maximal effect; % is set by controls: 0 for no effect and ±100 for the full control effect; nearly all actives have a fitted effect of over 55% in size
#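 Cells are plated, allowed 12 hours at 37 deg C, then treated with compounds for 24 hr before luciferase detection reagent is added and luminescence is read after 12 min at room temperature. The HEK293 line carries constitutively active GLP-1R with a cAMP-responsive reporter.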
# FUS suppressor – qHTS for Suppressors of FUS Proteinopathy: Primary screen using FUS-linked yeast assay | S. cerevisiae FUS-expressing, growth rescue, OD600, 24 h | Potency, µM (highest dose often 76.6 µM), for inactives: at the highest dose growth rescue (activation), usual class: activators | AID 1347120, 2019 | 390,000 tested, 0.24% active;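 note: potency is the fitted concentration of half-maximal effect; plate controls were DMSO vehicle for no effect and reference control for full effect; nearly all actives have a fitted effect of over 55% in size; some results filed as inactive show a strong effect at the top dose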
#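 Cultures pregrown in 2.5% raffinose medium are shifted to minimal medium containing 2% galactose to express toxic FUS. Compounds are tested at several concentrations. After 24hr at 30C, growth is quantified at 600 nm absorbance.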
# PTHR1 agonist – qHTS for PTHR1 Agonists: Primary Screen; 410,000 tested, 0.075% active; HEK293 GP2 PTHR1 cells, GloSensor cAMP luminescence, 1 h; Potency, µM (series often up to 115 µM), for the others: top-dose activation, actives largely listed as activators; AID 743266, 2014; note: potency is the fitted concentration of half-maximal effect; nearly all actives have a fitted effect of over 55% in size; some results filed as inactive show a strong effect at the top dose; inactives centre near -15; many of its hits are not listed in these tables
# Target sequence (Q03431 whole entry, looked up): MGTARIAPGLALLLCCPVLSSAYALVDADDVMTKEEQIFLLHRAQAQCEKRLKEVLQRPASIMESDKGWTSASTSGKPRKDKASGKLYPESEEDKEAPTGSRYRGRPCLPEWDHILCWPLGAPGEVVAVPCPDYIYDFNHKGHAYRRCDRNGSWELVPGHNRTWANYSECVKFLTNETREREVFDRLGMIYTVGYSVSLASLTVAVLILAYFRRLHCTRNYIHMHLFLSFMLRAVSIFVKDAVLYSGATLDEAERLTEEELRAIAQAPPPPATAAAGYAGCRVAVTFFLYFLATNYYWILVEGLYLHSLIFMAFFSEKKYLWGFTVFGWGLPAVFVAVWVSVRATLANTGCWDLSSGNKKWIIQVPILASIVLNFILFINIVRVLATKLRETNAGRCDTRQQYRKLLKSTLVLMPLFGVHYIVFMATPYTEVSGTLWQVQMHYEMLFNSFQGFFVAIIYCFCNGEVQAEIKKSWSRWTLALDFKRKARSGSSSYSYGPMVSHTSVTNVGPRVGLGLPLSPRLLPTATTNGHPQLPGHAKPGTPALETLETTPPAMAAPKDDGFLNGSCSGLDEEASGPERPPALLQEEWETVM
#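 HEK-293-derived GP2 cells expressing PTHR1 and a GloSensor cAMP reporter, 3,000/well, plated overnight, given luciferin plus IBMX (each 0.5 mM as added) for 1 h at 37 °C, then compound for 1 h at 37 °C. Luminescence was read after 15 min at room temperature.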
# pAkt inh – HTS Assay for Inhibitors of Akt Phophorylation: Primary Screen | Neuro2A IGF-stimulated pAkt S473 HTRF, 20 min; active compounds read low | activity change, % for hits at 50 µM | 360,000 tested, 0.32% active | AID 651550, 2012; in the data active = activity change below about -80%; inconclusive = mostly about -51% to -80%; note: % is set by controls: 0 for no effect and ±100 for the full control effect
#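 Single-point screen (50 µM final compound) in Neuro2A cells stimulated 20 min with 6 nM IGF at 37 deg C. After lysis, Ser473-phosphorylated Akt read by HTRF (ex 330 nm, em 615/665 nm) as the 665/615 ratio.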
# Abeta yeast res – qHTS for compounds that reverse cellular toxicity of Amyloid beta (A-beta) peptide in yeast: Primary Screen | yeast expressing A-beta42, growth rescue, OD600, 48 h; response scale: 0% DMSO, 100% iron-clioquinol control | Potency, µM (series often up to 46.1 µM), for inactives: top-dose growth rescue, actives largely listed as activators | 410,000 tested, 0.063% active | AID 1347071, 2019; note: potency is the fitted concentration of half-maximal effect; nearly all actives have a fitted effect of over 55% in size
#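 Growth rescue measured by 600 nm absorbance after 48 h yeast culture at 30 C with compound. Values normalized between DMSO and an equimolar ferric chloride plus clioquinol control.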
# GLP-1R agonist – qHTS of GLP-1 Receptor Agonists; Glucagon-like peptide 1 receptor (Homo sapiens), P43220; 380,000 tested, 0.007% active; HEK293 GLP-1R CRE-luciferase, luminescence, 4-6 h; cells express a hypersensitive GLP-1R form; AID 624172, 2012; Potency, µM (series often up to 45.6 µM), for the others: at the top dose activation, actives largely listed as activators; note: potency is the fitted concentration of half-maximal effect; % of control where 0% means no effect
# DRD3 antagonist – qHTS of D3 Dopamine Receptor Antagonist: qHTS; max response, negative = inhibition, %; D(3) dopamine receptor (Homo sapiens), P35462; 360,000 tested, 2.5% active; AID 652054, 2013; D3R cells, DiscoveRx beta-arrestin luminescence, antagonist mode; active compounds read low; in the data active = max response below about -50%; inconclusive = no clear call, values can overlap the other calls; note: % is set by controls: 0 for no effect and ±100 for the full control effect; mostly tested at two doses, the higher about 12 µM
# Target sequence (P35462 whole entry, looked up): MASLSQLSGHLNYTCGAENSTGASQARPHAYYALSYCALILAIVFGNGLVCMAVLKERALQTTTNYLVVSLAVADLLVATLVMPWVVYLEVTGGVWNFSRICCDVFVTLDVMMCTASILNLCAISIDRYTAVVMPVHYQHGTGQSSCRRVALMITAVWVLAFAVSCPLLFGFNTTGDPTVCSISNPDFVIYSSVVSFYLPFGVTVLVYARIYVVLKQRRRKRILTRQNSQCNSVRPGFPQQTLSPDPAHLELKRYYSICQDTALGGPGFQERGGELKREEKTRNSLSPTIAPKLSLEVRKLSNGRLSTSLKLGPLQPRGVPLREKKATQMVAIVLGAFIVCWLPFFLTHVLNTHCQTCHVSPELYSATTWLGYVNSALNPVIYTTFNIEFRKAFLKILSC
#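 Cells plated overnight at 1500 cells/well, then exposed to library compounds with dopamine controls for 90 minutes at 37 degrees C. DiscoveRx reagent added for 30–60 minutes at room temperature; luminescence read, quantitative HTS format.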
# An asterisk follows results filed as active; i = inactive; u = inconclusive; x = no result given; & = joins results of further samples; [ ] = dose if it differs, or a comment. Unless noted, calls come from the whole dose curve; as a rule, active = well fitted curve in the direction sought with a large enough effect; inconclusive = small, poorly fitted or top-dose-only effect, or another doubt; inactive = no such curve, though single readings can be large; an effect the other way counts as inactive or inconclusive. Only part of the results is shown; count on the stated rates, not on these rows.
SMILES,aSyn yeast inh,TDP-43 yeast inh,GLP1R inv ag,FUS suppressor,PTHR1 agonist,pAkt inh,Abeta yeast res,GLP-1R agonist,DRD3 antagonist
O=C(/C=C/c1c(F)cccc1Cl)N1CCOCC1,-5%,19%,16%,1%,-4%,i,-5%,0%,1
COc1ccc(NCc2cc3cc4c(cc3n(CC(=O)Nc3ccc(F)cc3)c2=O)OCCO4)cc1,0%,16%,1%,40%,i,x,-14%,-1%,x
Cc1cccc(NC(=O)C2CCC(CNC(=O)[C@@H]3Cc4ccccc4CN3)CC2)c1 (stereo not given in full),-5%,-26%,u,8%,13%,i,-7%,-5%,-18
CN1CCN(C(=O)c2ccc(S(=O)(=O)c3ccc(Br)cc3)cc2)CC1,-7%,-2%,0%,-8%,-8%,i,2%,-11%,9
Cc1cccc(C(=O)Nc2ccc(C(=O)N/N=C/c3ccc4c(c3)OCO4)cc2)c1,-11%,-13%,u,38%,-29%,i,-4%,6%,-27
O=C(c1ccc(S(=O)(=O)N2CCOCC2)cc1)N1CCN(c2ccccc2F)CC1,1%,-18%,8%,27%,i,i,1%,-7%,8
Cc1ccc(NC(=O)Cn2nnc3ccccc3c2=O)cc1C,-2%,-12%,-29%,12%,-4%,i,2%,1%,-10
COc1ccc(NS(=O)(=O)c2cccc(C(=O)N3CCN(C/C=C/c4ccccc4)CC3)c2)cc1,3%,18%,u,10%,i,i,11%,8%,-4
O=S(=O)(NCC(Nc1ccc(Cl)cc1)c1ccccc1)c1ccccc1 (stereo not given),6%,8%&-1%,u,5%,-21%&-28%,i,2%&4%,-16%,-6
COc1ccc(S(=O)(=O)N2CCN(C)CC2)cn1,-5%,-2%,32%[activator],-22%,i,i,0%,2%,-9
Cc1ccc(-c2ccc(=O)n(CC(=O)Nc3ccc(C)cc3Cl)n2)cc1,x,0%,4%,u,i,x,-7%,x,x
Cc1cc(C(=O)OCC(=O)N2CC(C)CC(C)C2)c(C)o1 (stereo not given),-11%,-10%,-9%,26%,30%[57.5 µM],i,-8%,0%,-16
COc1ccc(-c2cc(C(F)(F)F)n3ncc(C(=O)N4CCCCC4c4cccnc4)c3n2)cc1 (stereo not given),-10%,-8%[9.22 µM],42%[activator],7%,i,i,-2%,6%,-5
CCN1CCN(C(=O)CCN2C(=O)COc3ccc(C)cc32)CC1,x,-20%,0%,-9%,-5%,x,-1%,0%,9
O=C(Nc1ccc(Cl)c(C(F)(F)F)c1)c1ccco1,-17%,0%,u,x,-14%,i,-57%[inhibitor],2%,-18
Cc1cc(=O)oc2cc(OCC(=O)Nc3ccc(CN4CCOCC4)cc3)ccc12,5%,7%,25%,5%,i,i,-7%,4%,3
C=C1CCC[C@]2(C)C[C@H]3OC(=O)C(CN(Cc4ccc(OC)c(OC)c4)CC(C)O)[C@H]3CC12 (stereo not given in full),-6%,9%,8%,-13%,-13%,i,5%,-3%,-24
O=C(Cc1cccs1)Nc1nnc(SCc2ccc(F)cc2)s1,3%,25%,-19%,-6%,i,i,8%,0%,13
Cc1cc(C)n2nc3nc4c(cc3c2n1)CCCC4,-7%,-9%,0%,12%,-4%[57.5 µM],i,-12%,7%,-15
Cc1ccc2c(CC(=O)NNC(=O)c3ccccc3O)coc2c1,-4%,0%,u,35µM*,0%,i,-12%,3%,-14
CC(C)(C)[C@@H]1COC(=O)[C@@H](NC(=O)OCC2c3ccccc3-c3ccccc32)C/C=C\C[C@@H](CC(=O)NCCO)C(=O)N1,1%,10%,5%,11%,-3%,i,-6%,4%,-5
Cc1ccccc1NC(=O)c1ccc2c(c1)c(C)c(C)n2Cc1ccccc1,x,2%,u,23%,i,x,-1%,x,x
COc1ccc([C@]2(C(C)C)ON(c3ccccc3C(F)(F)F)C2=O)cc1,0%,-7%,u,-8%,-3%,i,-18%,7%,0
COc1cccc(OC)c1-c1nn2c(-c3ccccc3Cl)nnc2s1,-1%,16µM*,0%,u,-16%[57.5 µM],i,-12%,23%,-3
COc1ccc(NC(=O)C2C3C=CC(C3)C2C(=O)NCc2ccco2)c(OC)c1 (stereo not given),0%,11%,2%,-11%,i,i,6%,-10%,-56*
Cc1cccc(N(CC(=O)Nc2ccc(-c3nc4ccc(C)cc4s3)cc2)S(C)(=O)=O)c1,-5%,2%,u,35%,-8%[57.5 µM],i,2%,-3%,-29
CCOC(=O)c1ccc(NC(=S)NNC(C)(C)C)cc1,2%,11%,u,20%,6%,i,u,-1%,-58*
CC1CN(C(=O)c2cccc(NS(=O)(=O)c3ccc(Br)cc3)c2)CC(C)O1 (stereo not given),-5%,10%,-3%,-13%,-7%,i,-6%,-6%,-18
CCN1C[C@@H]2[C@@H]3C(=O)N(C)C(=O)[C@@H]3[C@](Cc3ccccc3)(C1=O)N2C(=O)c1ccc(F)cc1,2%,0%,4%,-9%,i,i,1%,-1%,22
NS(=O)(=O)c1ccc(N=Nc2c(=O)[nH]n3c(=O)c4c([nH]c23)CCCC4)cc1,1%,-3%,-24%,21%,i,i,12%,0%,-19

# Whole records as entered above:
# Cc1cccc(N(CC(=O)Nc2ccc(-c3nc4ccc(C)cc4s3)cc2)S(C)(=O)=O)c1 across the screens: aSyn yeast inh: -5%; TDP-43 yeast inh: 2%; GLP1R inv ag: u; FUS suppressor: 35%; PTHR1 agonist: -8%[57.5 µM]; pAkt inh: i; Abeta yeast res: 2%; GLP-1R agonist: -3%; DRD3 antagonist: -29
# Cc1ccc2c(CC(=O)NNC(=O)c3ccccc3O)coc2c1 across the screens: aSyn yeast inh: -4%; TDP-43 yeast inh: 0%; GLP1R inv ag: u; FUS suppressor: 35µM*; PTHR1 agonist: 0%; pAkt inh: i; Abeta yeast res: -12%; GLP-1R agonist: 3%; DRD3 antagonist: -14

# (next part)
SMILES,aSyn yeast inh,TDP-43 yeast inh,GLP1R inv ag,FUS suppressor,PTHR1 agonist,pAkt inh,Abeta yeast res,GLP-1R agonist,DRD3 antagonist
COc1ccc(-n2nc(C(=O)NCC(=O)N3CCN(Cc4ccccc4)CC3)c3ccccc3c2=O)cc1OC,0%,-11%,7%,16%,i,i,3%,16%,59
O=C(c1ccc(Br)o1)N1CC=C(c2ccccc2)CC1,15%,u,-12%,x,-5%,i,-1%,13%,0
COc1ccccc1Nc1ccc2nonc2c1[N+](=O)[O-],-7%,3%,8%,-14%,-35%[inhibitor],i,1%,7%,5
CCOC(=O)COc1ccc(S(=O)(=O)N2CCN(c3ccccc3F)CC2)cc1,0%,-10%,-14%,10%,-23%[57.5 µM],i,41%,1%,43
C[C@H](CO)N1C[C@H](C)[C@@H](CN(C)C(=O)c2cccc(F)c2)Oc2cc(-c3cncnc3)ccc2S1(=O)=O,-1%,0%,18%,19%,-21%,i,-1%,-6%,-13
CCOC(=O)Cn1c(=O)cc(C)c2c(C)nn(-c3cccc(F)c3)c21,x,6%,1%,4%,i,x,-3%,x,x
CC(C)(O)[C@H](O)COc1c2ccoc2cc2oc(=O)ccc12,-3%,4%,16%,-27%,-22%,i,0%,3%,-21
CC(c1ccccc1)n1c(Br)nc2c1c(=O)[nH]c(=O)n2C (stereo not given),0%,-3%,65%[activator],11%,-46%[inhibitor],i,-4%,1%,18
Cc1noc(C)c1S(=O)(=O)N(CC(=O)NC1CCCC1)c1ccc(C(C)C)cc1,1%,6%,20%,-13%,i,x,1%,1%,1
COc1ccc(/C(C)=N\Nc2nc(-c3ccccc3)cc(=O)[nH]2)cc1,-7%,14%,-13%,x,-24%,i,2%,1%,4
Cc1ccc(-c2nnc3c4ccccc4c(C)nn23)cc1NC(=O)c1ccccc1Cl,x,14%,2%,-12%,i,x,-3%,x,x
CCN(C(=O)c1sc(N)c(C#N)c1C)C1CCCCC1,-2%,3%,-16%,-2%,i,i,-11%,-11%,6
Cc1cc(C(=O)Nc2cccc3c2O[C@@H](CN(C)S(C)(=O)=O)[C@H](C)CN([C@@H](C)CO)C3=O)n(C)n1,-3%,-7%,3%,-7%,-3%,i,-9%,-1%,u

# Records listed above that bear a hit mark in DRD3 antagonist.
canonical_smiles | GLP1R inv ag | PTHR1 agonist | pAkt inh | GLP-1R agonist | DRD3 antagonist
COc1ccc(NC(=O)C2C3C=CC(C3)C2C(=O)NCc2ccco2)c(OC)c1 (stereo not given) | 2% | i | i | -10% | -56*
CCOC(=O)c1ccc(NC(=S)NNC(C)(C)C)cc1 | u | 6% | i | -1% | -58*
